Source: PubChem BioAssay
S1P1 ag – activates the human S1P1 receptor; activation, % at 4.5 µM; S1P1 agonist cell-based reporter assay; 16,000 compounds, 1.5% hits; in the data active = activation above about 80%
Target sequence (P21453 whole entry, looked up): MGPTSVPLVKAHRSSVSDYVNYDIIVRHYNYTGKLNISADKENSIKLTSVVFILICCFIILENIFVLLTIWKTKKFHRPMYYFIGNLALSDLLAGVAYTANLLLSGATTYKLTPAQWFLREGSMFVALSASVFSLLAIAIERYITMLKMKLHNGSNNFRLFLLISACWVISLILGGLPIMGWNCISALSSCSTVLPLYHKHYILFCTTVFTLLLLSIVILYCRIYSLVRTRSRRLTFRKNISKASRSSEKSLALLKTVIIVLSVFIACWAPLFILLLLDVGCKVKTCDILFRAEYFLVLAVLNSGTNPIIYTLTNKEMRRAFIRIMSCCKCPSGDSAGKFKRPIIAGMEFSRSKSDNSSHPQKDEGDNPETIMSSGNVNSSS
Luminol counter – counter-screen for Nox1 inhibitors: inhibitors of luminol chemiluminescence; HRP/luminol/H2O2 chemiluminescence counterscreen; inhibition, % at 6.7 µM; 16,000 compounds, 0.4% hits; AID 1823, 2009; also: reference of the scale not given here
OPRK1 antag MB – antagonists of human kappa opioid receptor OPRK1, Maybridge library; 16,000 compounds, 0.4% hits; AID 652031, 2013; inhibition, % at 9 µM; OPRK1 cells, antagonist mode, fluorescence readout; in the data active = inhibition above about 50%
NOTCH ag – agonists of NOTCH signaling. NOTCH signaling luciferase reporter cells, luminescence. activation, % at 2.5 µM. 15,000 compounds, 0.4% hits; in the data active = activation above about 2.2%
TLR4 MyD88 blk – inhibitors of human TLR4-MyD88 binding; Cell-based TLR4-MyD88 binding inhibition assay; inhibition, % at 10 µM; 16,000 compounds, 0.06% hits; AID 811, 2007; in the data active = inhibition above about 45%
PME-1 Maybridge – inhibitors of human PME-1 in Maybridge library. Protein phosphatase methylesterase 1 (Homo sapiens), Q9Y570. recombinant PME-1, FP-Rh probe fluorescence polarization. inhibition, % at 9 µM. 16,000 compounds, 0.5% hits. AID 2291, 2010; in the data active = inhibition above about 30%
rat GALR2 ag – agonists of rat galanin receptor 2 (GALR2); cell-based GALR2 agonist screen; activation, % at 10 µM; 16,000 compounds, 0.5% hits; AID 833, 2007; in the data active = activation above about 15%
Target sequence (O08726 whole entry, looked up): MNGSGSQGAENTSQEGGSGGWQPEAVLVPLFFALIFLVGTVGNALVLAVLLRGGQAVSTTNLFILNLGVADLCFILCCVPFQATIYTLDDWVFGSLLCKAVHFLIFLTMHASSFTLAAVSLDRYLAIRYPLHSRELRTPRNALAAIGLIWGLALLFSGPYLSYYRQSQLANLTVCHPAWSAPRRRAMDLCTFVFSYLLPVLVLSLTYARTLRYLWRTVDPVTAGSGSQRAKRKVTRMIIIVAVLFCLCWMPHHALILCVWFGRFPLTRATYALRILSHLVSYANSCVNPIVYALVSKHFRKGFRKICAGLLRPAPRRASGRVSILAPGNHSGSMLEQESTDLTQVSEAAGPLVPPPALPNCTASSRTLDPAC
Nox1 inh – inhibitors of human NADPH oxidase 1 (Nox1) | Q9Y5S8 | HT29 cells, luminol chemiluminescence ROS | inhibition, % at 6.7 µM | 16,000 compounds, 0.81% hits | AID 1792, 2009
An asterisk follows results filed as active; / = no result given. Rule as the data show it, unless noted: active = inhibition above about 75%; inactive = the rest. A portion of the library (hit frequency here may not be typical).

structure | OPRK1 antag MB | PME-1 Maybridge | Nox1 inh | rat GALR2 ag | NOTCH ag | S1P1 ag | TLR4 MyD88 blk | Luminol counter
FC(F)(F)c1cc(-c2cccs2)no1 | -13 | -5 | -23 | -6 | -0.4 | -4 | -2 | -2
CC(=O)Nc1ccc(S(=O)(=O)NCCCN2CCN(Cc3ccccc3)CC2)cc1Cl | -4 | 3 | 2 | -6 | 0.5 | -13 | -4 | -2
CCOC(=O)c1cc(-c2cccs2)on1 | 20 | 5 | -6 | -4 | -0.2 | 3 | 1 | -1
C=CCOc1ccc(C2C(C#N)=C(N)OC3=C2C(=O)CC(C)(C)C3)cc1 (centres undefined) | 14 | 4 | -7 | -4 | 0.2 | -3 | -33 | -1
C[C@]12CC=CCC1CCC1C2CC[C@](C)(C(=O)O)C1/C=C1/Nc2ccccc2C1=O (some centres undefined) | 41 | 6 | -18 | -7 | -0.1 | 14 | 6 | 3
O=C(O/N=C/c1ccc2c(c1)OCO2)C1c2ccccc2Oc2ccccc21 | 10 | 6 | -22 | -5 | -0.4 | -10 | -2 | -5
S=C(NCCc1ccncc1)Nc1cc(Cl)ccc1Cl | -4 | 1 | -17 | -1 | 0.1 | 1 | 3 | 4
O=C(c1cccs1)n1nccc1/C=C/c1c(Cl)cccc1Cl | 11 | 7 | 21 | -7 | -0.4 | 6 | -1 | -6
COc1ccc(CN=Cc2ccc(NC(C)=O)cc2)cc1 | 16 | -4 | -47 | 1 | 0.4 | -12 | -6 | 2
NC(=O)C1CCN(CC(O)c2ccccc2)CC1 (centres undefined) | -3 | 0 | -52 | -4 | -0.1 | -3 | 14 | -2

One compound at a time (already shown).
`O=C(O/N=C/c1ccc2c(c1)OCO2)C1c2ccccc2Oc2ccccc21` is listed with OPRK1 antag MB: 10; PME-1 Maybridge: 6; Nox1 inh: -22; rat GALR2 ag: -5; NOTCH ag: -0.4; S1P1 ag: -10; TLR4 MyD88 blk: -2; Luminol counter: -5
`O=C(c1cccs1)n1nccc1/C=C/c1c(Cl)cccc1Cl` is listed with OPRK1 antag MB: 11; PME-1 Maybridge: 7; Nox1 inh: 21; rat GALR2 ag: -7; NOTCH ag: -0.4; S1P1 ag: 6; TLR4 MyD88 blk: -1; Luminol counter: -6

Additional records.
structure | OPRK1 antag MB | PME-1 Maybridge | Nox1 inh | rat GALR2 ag | NOTCH ag | S1P1 ag | TLR4 MyD88 blk | Luminol counter
O=c1[nH]c(-c2ccccc2Cl)nc(=S)[nH]1 | 13 | 7 | 8 | -4 | -0.5 | 4 | -5 | 0
CC(=O)Oc1ccc(OC(C)=O)c2c1[C@@H]1C=C[C@H]2CC1 | -5 | 2 | 81* | -5 | -0.8 | -3 | 2 | -1
O=C(Nc1nc(-c2ccccc2)cs1)c1ccco1 | 13 | -3 | -63 | -2 | -0.3 | 8 | 11 | 9
Cc1nnc(SCc2cc(Br)cc(Br)c2)[nH]c1=O | 11 | 1 | -15 | -9 | 1.4 | 8 | 4 | 3
CCOC(=O)C(=CNc1cc(OC)ccc1-n1cccc1)C(=O)OCC | -15 | 0 | -42 | -9 | 0.1 | -7 | -7 | 1
O=[N+]([O-])c1ccc(/C=C/c2ccc([N+](=O)[O-])cc2S(=O)(=O)O)c(S(=O)(=O)O)c1 | 10 | -3 | -95 | -9 | -0.7 | 6 | 11 | 2
c1ccc(Cn2nnc3c(Sc4nnc(-c5ccncc5)o4)ncnc32)cc1 | 12 | -1 | -12 | -8 | / | -5 | -5 | 55
Cc1ccccc1Sc1ccccc1C(=O)O | 3 | 0 | -20 | -6 | -3.6 | -5 | -5 | -2
O=C(CSc1nccc(C(F)(F)F)n1)c1ccc(Br)cc1 | 6 | 1 | -33 | -7 | 0.2 | -5 | / | -1
Cn1c(SCC(=O)Nc2cccc(Cl)c2)nnc1-c1ccc(OCC(F)(F)F)nc1 | -2 | -4 | -10 | -10 | / | -14 | -4 | 1

Remaining list, next part.
structure | OPRK1 antag MB | PME-1 Maybridge | Nox1 inh | rat GALR2 ag | NOTCH ag | S1P1 ag | TLR4 MyD88 blk | Luminol counter
O=C1CSCC(=O)N1c1ccccn1 | 19 | -1 | -15 | -3 | 0.3 | 0 | -6 | 4
COCc1cc(=O)[nH]c(/N=C(\N)Nc2ccc(Oc3ccc(Cl)cc3)cc2)n1 | 3 | -9 | -6 | -5 | -0.7 | -18 | 7 | -7
COC(=O)c1ccc(CN)cc1 | 14 | -3 | -20 | -7 | -0.5 | 1 | -2 | 1
FC(F)(F)c1ccncc1-c1ncc(-c2ccc(Cl)cc2)o1 | -10 | -7 | -13 | 2 | -0.7 | -13 | -5 | -1
S=C(NC1CCCCC1)N1CC2CCC(CC2)C1 | 5 | -4 | -47 | -3 | -0.6 | -4 | -3 | 5
Oc1ccc2ccccc2c1CN1CCCCC1 | 4 | -2 | -59 | -2 | -0.6 | 20 | 5 | 2
COC(=O)c1cccc(N=C(N)N=C(N)N)c1 | 3 | 0 | -5 | -6 | -0.1 | -4 | -2 | -2
S=C(NCCc1ccccn1)c1ccccc1 | 13 | 3 | -5 | -3 | -0.5 | -14 | -16 | -7
O=c1oc2cccnc2n1CCS(=O)(=O)c1ccc(F)cc1 | 22 | -2 | -65 | 4 | 0.2 | 11 | 0 | 1
C#CC(C)(C)N1CNC(=S)NC1 | 6 | 4 | -14 | -7 | -0.6 | -3 | 1 | 2

Continuation.
structure | OPRK1 antag MB | PME-1 Maybridge | Nox1 inh | rat GALR2 ag | NOTCH ag | S1P1 ag | TLR4 MyD88 blk | Luminol counter
Cc1nn(S(=O)(=O)c2ccc(Cl)cc2)c(C)c1Sc1ncccn1 | 0 | 0 | -53 | -3 | -0.1 | -4 | -3 | 5
CCOC(=O)C(NC(=S)SC)C(=O)OCC | 18 | 7 | 0 | -2 | -0.2 | -4 | 3 | 21
NNC(=O)C1CCCNC1=O (centres undefined) | -5 | 0 | -1 | -7 | 0.9 | -3 | -1 | -4
Cc1cc(C)c(-c2ccn[nH]2)[nH]1 | 1 | -4 | -4 | -7 | -0.9 | -14 | -4 | 1
O=[N+]([O-])c1ccc(OCC(O)CN2CCOCC2)cc1 (centres undefined) | 7 | -1 | 5 | -6 | 0.5 | 2 | 6 | -1
N#Cc1ccc(-c2ccccn2)[nH]c1=O | 14 | 6 | -16 | -6 | 1.8 | -4 | -16 | -8
O=C(Nc1ccc(F)cc1)C(=S)NC1CCCCC1 | 23 | 1 | 18 | -5 | -0.7 | 55 | -1 | -1
O=S(=O)(Oc1ccc(C2SCCS2)cc1)c1ccc(Br)cc1 | 4 | 0 | 10 | -2 | -0.6 | 25 | -9 | -4
COC(=O)c1sccc1NS(=O)(=O)c1ccc(Cl)cc1 | -15 | 5 | -21 | -7 | -0.2 | 7 | -6 | 1
CCCN(CCC)S(=O)(=O)c1ccc(C(=O)Nc2cccnc2)cc1 | 4 | 4 | 2 | -8 | -0.5 | 8 | -11 | -5

Additional compounds:
structure | OPRK1 antag MB | PME-1 Maybridge | Nox1 inh | rat GALR2 ag | NOTCH ag | S1P1 ag | TLR4 MyD88 blk | Luminol counter
O=S(=O)(c1cc(OCC(F)(F)F)ccc1OCC(F)(F)F)n1cccc1 | 7 | 7 | -42 | -6 | -0.7 | 5 | 1 | 2
COc1cc2ncnc(NCc3cccc4c3OCO4)c2cc1OC | 2 | -3 | -23 | -5 | -0.1 | -5 | 0 | 1
CCOC(=O)C1=C(Nc2ccc(F)cc2)C(=O)N(C2CCCCC2)C1 | -20 | 0 | -66 | -1 | -0.3 | -37 | -3 | -1
CCOC(=O)c1sc(-c2ccccc2)nc1C | -11 | -2 | -45 | 0 | -0.5 | 97* | 16 | 2
FC(F)(F)c1cccc(-c2nc3c(Cl)cc(C(F)(F)F)cn3n2)c1 | -3 | 1 | -49 | -2 | 0.2 | 19 | -3 | 0
O=C1c2cccc3c(SCCO)ccc(c23)C(=O)N1CCc1ccccn1 | -21 | 4 | -15 | 4 | 0.0 | 0 | -30 | 4
CC(C)(C)C(=O)NCCC1CC1(Cl)Cl (centres undefined) | 4 | 4 | 22 | -6 | -0.1 | -6 | -8 | -8
c1n[nH]c(SCCSc2ncn[nH]2)n1 | 20 | 7 | 21 | -4 | -0.6 | 1 | 13 | -9
O=C(/C=C/c1ccc(-c2cccs2)s1)Nc1cccc(C(F)(F)F)c1 | 17 | -62 | -21 | 11 | 0.7 | -12 | 0 | 0
Cc1ccc(-c2csc(=N)n2-c2ccccc2)cc1 | 18 | 2 | -11 | -5 | 0.2 | -4 | -3 | -2

Continuation:
structure | OPRK1 antag MB | PME-1 Maybridge | Nox1 inh | rat GALR2 ag | NOTCH ag | S1P1 ag | TLR4 MyD88 blk | Luminol counter
CN(C)c1ccc(/C=C/c2ccc3ccccc3[n+]2C)cc1 | 11 | -13 | 24 | -10 | -0.7 | 63 | 7 | 26
CCOC(=O)c1cnc(-c2ccc(C(F)(F)F)cn2)[nH]c1=O | -14 | 0 | -48 | -3 | -0.2 | 7 | -4 | 1
O=c1[nH][nH]c(=O)c2ccccc12 | 4 | -4 | -62 | 0 | -0.3 | -31 | 2 | 3
NC(=O)c1sc(-c2ccccc2)cc1NC(=O)c1ccco1 | -8 | -12 | -23 | -5 | -0.5 | 2 | -8 | 5
Cn1c(SCCS(=O)(=O)c2ccc(OC(F)(F)F)cc2)nnc1C(F)(F)F | -12 | 2 | -21 | -4 | -0.4 | -15 | 11 | -1
N/C(=N\OC(=O)Nc1ccc(Cl)cc1)c1cccc(CS(=O)(=O)c2cccs2)c1 | 16 | 1 | 12 | 0 | -0.3 | 3 | 1 | -3
NNC(=O)CSc1ccccc1[N+](=O)[O-] | 7 | 11 | 20 | -6 | -0.4 | 0 | -1 | -2
Cn1c(=O)c(C=Nc2ccccc2)c(O)c2ccccc21 | -17 | -2 | -35 | -6 | 0.2 | -2 | 6 | -2
COC(=O)c1n[nH]nc1C(=O)OC | -2 | -3 | -10 | -11 | / | 7 | 8 | 2
Cc1ccc(-c2nc(-c3cc(Cl)c(Cl)s3)cs2)cc1 | 6 | 4 | 13 | -9 | -0.4 | -3 | -3 | -4

(list continues)
structure | OPRK1 antag MB | PME-1 Maybridge | Nox1 inh | rat GALR2 ag | NOTCH ag | S1P1 ag | TLR4 MyD88 blk | Luminol counter
COc1ccc(S(=O)(=O)Nc2c(F)cc(F)cc2Br)cc1OC | 13 | -2 | -23 | -4 | -0.1 | -3 | -3 | -4
COC(=O)c1cc(S(=O)(=O)N2CCN(C(c3ccccc3)c3ccccc3)CC2)oc1C | 15 | -6 | -16 | -10 | 0.0 | 2 | 1 | 3
CCOC(=O)CSc1n[nH]c(=S)s1 | -2 | 4 | 17 | -6 | 0.6 | 9 | -3 | 0
O=c1sc2sc(=O)sc2s1 | 1 | 1 | -74 | -5 | -0.7 | -15 | 1 | -4
NNC(=O)CS(=O)(=O)Cc1ccc(-c2csnn2)cc1 | -15 | -1 | -26 | 4 | -0.7 | 9 | 8 | -2
O=S(=O)(Oc1ccc2nonc2c1)c1ccc(Cl)cc1Cl | -6 | 8 | -20 | -5 | -0.3 | -9 | -7 | 4
COC(=O)/C=C1/NCCNC1=O | -3 | 15 | -30 | -7 | 0.1 | -8 | 6 | 4
Cc1cc(C(=O)Nc2ccc(-c3cnco3)cc2)nn1C | -1 | 0 | -10 | -4 | 0.3 | 0 | -6 | -5
NC(=S)N/N=C/c1cc(Br)c(O)c(Br)c1 | -19 | 4 | -13 | -5 | -0.1 | 0 | -1 | -37
Cc1nc(C(F)(F)F)ccc1C(=O)NN1CCOCC1 | 10 | 4 | -31 | -6 | 0.0 | 19 | -5 | -9

(further entries)
structure | OPRK1 antag MB | PME-1 Maybridge | Nox1 inh | rat GALR2 ag | NOTCH ag | S1P1 ag | TLR4 MyD88 blk | Luminol counter
CCCC1c2ccsc2CCN1C(=O)c1cc(OC)cc(OC)c1 (centres undefined) | -3 | 3 | -66 | -10 | -1.2 | 22 | 12 | 3
Cc1onc(-c2ccccc2)c1C(=O)Sc1ccc(C(F)(F)F)cn1 | -6 | -3 | -30 | -8 | / | -6 | 3 | -1
O=[N+]([O-])c1ccc(OCCCOc2ccc([N+](=O)[O-])cc2)cc1 | 14 | 3 | 28 | 3 | -0.3 | 8 | 2 | -3
OC1(c2ccccc2)CCC2C1CCC2(O)c1ccccc1 (centres undefined) | -13 | -2 | -42 | -10 | -0.6 | -4 | -7 | 2
CCOC(CNC(=S)NC12CC3CC(CC(C3)C1)C2)OCC | -8 | 5 | 10 | -6 | -0.2 | -5 | -6 | 0
CC(=O)Nc1cccc(OCCCNC(=O)c2cccs2)c1 | 14 | 9 | 11 | -2 | -0.6 | 1 | 11 | -4

Molecules above that have a furan ring, fused or not (3):
structure | OPRK1 antag MB | PME-1 Maybridge | Nox1 inh | rat GALR2 ag | NOTCH ag | S1P1 ag | TLR4 MyD88 blk | Luminol counter
O=C(Nc1nc(-c2ccccc2)cs1)c1ccco1 | 13 | -3 | -63 | -2 | -0.3 | 8 | 11 | 9
NC(=O)c1sc(-c2ccccc2)cc1NC(=O)c1ccco1 | -8 | -12 | -23 | -5 | -0.5 | 2 | -8 | 5
COC(=O)c1cc(S(=O)(=O)N2CCN(C(c3ccccc3)c3ccccc3)CC2)oc1C | 15 | -6 | -16 | -10 | 0.0 | 2 | 1 | 3
